# 697 NFkB inh – lowers PMA/ionomycin-induced NF-kB signal in 697 B cells. 697 B-cell NF-kB luciferase reporter, 16 h. inhibition, % at 4 µM. 0.33% of 330,000 active; in the data active = inhibition above about 35%
# CHOP UPR activ – activators of apoptotic arm of unfolded protein response (CHOP) | CHO-CHOP luciferase reporter, UPR activation, luminescence; percent of tunicamycin response over DMSO baseline | activation, % at 10 µM | 0.34% of 330,000 active | AID 449763;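 active = at 10 µM dose, activation of 40% or more, normalized to positive control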;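 note: 100% = tunicamycin at 10 µg/mL and 0% = DMSO alone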
#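 Material: CHO-CHOP cells, stable luciferase reporter of PERK-eIF2a-CHOP signalling; quantity: 500 reporter cells seeded per well; buffer or medium: F12 medium containing 10% fetal bovine serum; compound: one dose, 10 µM in 0.5% DMSO; incubation: 6 h compound treatment, 37 °C; measured by: Steady-Glo luciferase luminescence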
# APJ ag – activates the human apelin receptor APJ. 0.11% of 330,000 active. CHO-K1 APJ PathHunter beta-arrestin, luminescence; 0% DMSO wells, 100% apelin. activation, % at 20 µM. P35414;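 active = activation more than six SD over the plate average, tested at 20 µM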;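 note: 0% = DMSO alone and 100% = apelin-13 at 10 nM; some results filed as inactive read as strong as hits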
#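 Test system – PathHunter CHO-K1 APJ (AGTRL-1) beta-arrestin reporter cells · Input – 1000 cells/well · Compound – single test compound dose, 20 µM final, 1% DMSO · Times – compound stimulation 90 min at 25 °C, detection 60 min · Technique – beta-gal luminescence · Read-out basis – APJ–arrestin association signal · Control set – negative DMSO alone, positive Apelin-13 at 10 nM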
# XBP1 UPR activ – activators of adaptive arm of unfolded protein response (XBP1) | CHO-XBP1 luciferase reporter, IRE1-XBP1 UPR activation, luminescence; percent of tunicamycin response, DMSO as zero | activation, % at 20 µM | 0.33% of 330,000 active;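 active = versus positive control, 20 µM dose yields 30% or more activation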;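 note: 100% = tunicamycin at 10 µg/mL and 0% = DMSO only wells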
#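 Material: IRE1-XBP1 luciferase reporter CHO line / Quantity: one thousand reporter cells per well / Buffer or medium: F12 with 10% serum / Compound: 20 µM single concentration, DMSO 1% / Times: 6 h treatment, 37 °C / Detection: Steady-Glo luciferase glow luminescence, 10 min after reagent addition / Benchmarks: tunicamycin high, DMSO low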
# Jurkat NFkB inh – inhibitors of the PMA/ionomycin-induced NF-kB reporter in Jurkat cells | PMA/ionomycin-induced NF-kB luciferase reporter, luminescence | inhibition, % at 4 µM | 0.53% of 330,000 active; in the data active = inhibition above about 50%
# Mdm2-MdmX inh – disrupts the human Mdm2-MdmX interaction; SaOS-2 split-luciferase Mdm2/MdmX complementation, luminescence; O15151+Q00987; inhibition, % at 8 µM; 3% of 330,000 active;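 active = inhibition of at least 50% at 8 µM in the primary screen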
# Target sequence (O15151 whole entry, looked up): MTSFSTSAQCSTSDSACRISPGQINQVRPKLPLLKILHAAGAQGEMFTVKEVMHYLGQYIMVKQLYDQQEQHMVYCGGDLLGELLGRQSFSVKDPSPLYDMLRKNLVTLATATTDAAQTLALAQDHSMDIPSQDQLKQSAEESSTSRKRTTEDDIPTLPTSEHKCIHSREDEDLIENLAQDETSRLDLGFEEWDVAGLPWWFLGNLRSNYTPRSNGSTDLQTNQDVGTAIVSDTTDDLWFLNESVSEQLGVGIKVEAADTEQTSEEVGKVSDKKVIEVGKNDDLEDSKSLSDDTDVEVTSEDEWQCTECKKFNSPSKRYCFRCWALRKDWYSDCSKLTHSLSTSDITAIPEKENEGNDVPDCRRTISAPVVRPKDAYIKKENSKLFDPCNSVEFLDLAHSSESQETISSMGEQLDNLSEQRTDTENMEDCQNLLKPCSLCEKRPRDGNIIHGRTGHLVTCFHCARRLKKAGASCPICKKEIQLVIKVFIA
# Target sequence (Q00987 whole entry, looked up): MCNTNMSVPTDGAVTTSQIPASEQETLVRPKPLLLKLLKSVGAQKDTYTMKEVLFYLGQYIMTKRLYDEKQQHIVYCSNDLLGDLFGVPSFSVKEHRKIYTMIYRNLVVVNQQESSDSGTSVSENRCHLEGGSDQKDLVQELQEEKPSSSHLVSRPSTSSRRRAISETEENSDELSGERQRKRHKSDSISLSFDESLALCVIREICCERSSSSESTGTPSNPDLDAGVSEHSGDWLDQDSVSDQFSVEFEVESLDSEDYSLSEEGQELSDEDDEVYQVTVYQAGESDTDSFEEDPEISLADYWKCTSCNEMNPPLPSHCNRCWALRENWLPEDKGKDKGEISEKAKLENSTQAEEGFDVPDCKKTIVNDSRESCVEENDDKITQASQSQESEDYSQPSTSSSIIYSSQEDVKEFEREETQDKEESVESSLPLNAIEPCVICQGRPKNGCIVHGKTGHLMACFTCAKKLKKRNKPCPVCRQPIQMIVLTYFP
# APJ antagonist – blocks the human apelin receptor APJ. inhibition, % at 20 µM. P35414. CHO-K1 APJ beta-arrestin complementation, luminescence. 0.32% of 330,000 active;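 active = inhibition above about 40% at 20 µM, limit read from the data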;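 note: cells challenged with 10 nM apelin-13 agonist together with compound; plate controls were apelin-13 plus DMSO wells for no effect and DMSO wells lacking apelin-13 for full effect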
# tim23-1 inh – tim23-1 yeast growth inhibition | inhibition, % at 20 µM | 1.3% of 330,000 active | S. cerevisiae tim23-1 growth, BacTiter-Glo luminescence, 24 h;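 active = growth inhibition of the mutant yeast at or above 50%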;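 note: temperature-sensitive mutant grown at 25 °C; plate controls were DMSO-treated mutant yeast for no effect and medium wells lacking yeast for full effect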
# An asterisk follows results filed as active.
Structure | 697 NFkB inh | CHOP UPR activ | APJ ag | XBP1 UPR activ | Jurkat NFkB inh | Mdm2-MdmX inh | APJ antagonist | tim23-1 inh
CCn1c(=N)n(CC(O)c2cccs2)c2ccccc21 (configuration not stated) | -10 | -0.8 | -3 | -1 | -16 | -6 | -2 | 7
Cc1ccc(OCC(=O)N2CCC(N3CCCCCC3)CC2)cc1 | 15 | -0.4 | -4 | -1 | -14 | -10 | -4 | -16
O=C(c1cccc(N2C(=O)c3ccccc3C2=O)c1)N1CCCCCC1 | 0 | 2.1 | -4 | -1 | 0 | -15 | -15 | 31
Cc1cnc(NC(=O)c2cc3ccccc3o2)s1 | -223 | -3.2 | -3 | -4 | -79 | -69 | 18 | 11
CCN(Cc1ccccc1)C(=O)c1ccc(NC(=O)c2ccc(OC)cc2)cc1 | 6 | 1.8 | 6 | -4 | 28 | 24 | -60 | 32
O=C(O)CSCC(=O)Nc1cc(C(F)(F)F)ccc1Cl | -37 | -0.6 | 1 | -3 | -9 | 18 | -14 | 13
Cc1cc(C)nc(SCc2nnc(SCC(=O)OC3CCCCC3)o2)n1 | 3 | -0.7 | -1 | -1 | 3 | -17 | 1 | 15
Cc1nc(-c2ccccc2O)n(-c2ccccc2)n1 | 21 | -1.1 | -5 | -1 | 11 | 5 | 2 | -1
Cc1ccc(NC(=O)CCS(=O)(=O)c2ccc3c(c2)NC(=O)C(C)S3)nc1 (configuration not stated) | -30 | 0.5 | 3 | -2 | -23 | 12 | 1 | 25
CC(C)OC(=O)CSc1nnc(-c2ccc([N+](=O)[O-])cc2)o1 | -14 | -1.1 | -2 | -2 | 2 | 12 | -29 | 15
O=C(CCc1ccccc1)NC(=S)Nc1cccc(C(=O)O)c1 | -57 | -4.5 | 2 | -10 | -1 | 14 | 6 | 0
O=C(NCCc1ccc(F)cc1)c1cccs1 | -54 | 5.2 | -2 | -5 | -53 | -33 | 8 | -5
COC(=O)c1ccccc1NC(=O)n1cc(C)cn1 | 23 | -2.1 | -2 | 0 | -15 | 7 | 21 | -3
Cc1cccc(C)c1-n1cccc1/C=C1/C(=N)N2C(=NC1=O)SN=C2S(C)(=O)=O | 0 | -0.9 | -3 | -2 | -1 | 26 | 10 | 23
Cc1c(C(=O)N(Cc2cccc(Br)c2)C2CCS(=O)(=O)C2)oc2ccccc12 (configuration not stated) | -40 | 1.2 | 3 | 2 | -17 | 15 | 6 | 40

# Record cards (already shown):
# Entry for `CCN(Cc1ccccc1)C(=O)c1ccc(NC(=O)c2ccc(OC)cc2)cc1` : 697 NFkB inh: 6; CHOP UPR activ: 1.8; APJ ag: 6; XBP1 UPR activ: -4; Jurkat NFkB inh: 28; Mdm2-MdmX inh: 24; APJ antagonist: -60; tim23-1 inh: 32
# Entry for `Cc1ccc(OCC(=O)N2CCC(N3CCCCCC3)CC2)cc1` : 697 NFkB inh: 15; CHOP UPR activ: -0.4; APJ ag: -4; XBP1 UPR activ: -1; Jurkat NFkB inh: -14; Mdm2-MdmX inh: -10; APJ antagonist: -4; tim23-1 inh: -16

# Carrying on:
Structure | 697 NFkB inh | CHOP UPR activ | APJ ag | XBP1 UPR activ | Jurkat NFkB inh | Mdm2-MdmX inh | APJ antagonist | tim23-1 inh
CCOP(=O)(OCC)C(Nc1ccc([N+](=O)[O-])cc1)c1ccc(Cl)cc1 (configuration not stated) | -4 | -0.5 | -4 | -5 | 5 | 4 | 17 | 36
CCOc1ccc(N(C)Cc2cc(=O)oc3ccc(OC)cc23)cc1 | -32 | 2.7 | -3 | -4 | -9 | 16 | -6 | 8
CCC(C)NC(=O)N[C@@H](CCSC)C(=O)OC (some centres not stated) | 22 | 1.5 | -3 | 2 | 10 | -3 | -11 | -2
O=C(c1ccc(CN2CCOCC2)cc1)N1CCC(Cc2ccccc2)CC1 | 3 | -0.3 | 3 | -2 | 9 | -1 | -11 | 16
CC(=O)Nc1nnc(SCC(=O)NC2CC2)s1 | 23 | 1.1 | -1 | 2 | -5 | 11 | 4 | 5
COC(=O)/C=C/c1ccccc1CN1[C@@H](CC(=O)OC)c2ccccc2S1(=O)=O | 8 | 0.1 | -5 | -4 | -1 | 5 | 7 | 28
COc1ccc(-n2ncc3c2CC(C)(C)CC3NC(=O)c2cnc(C)cn2)cc1 (configuration not stated) | -2 | -3.0 | -1 | -3 | 9 | 0 | 9 | 27
N#C/C(=C(/O)c1cc2ccccc2o1)c1nc2ccccc2s1 | -55 | 3.3 | -3 | 2 | -26 | -19 | 8 | 0
CC12CC(NC(=O)N1c1cccc(C(=O)NCc3ccccn3)c1)c1ccccc1O2 (configuration not stated) | -11 | 0.9 | -2 | -5 | -9 | 2 | 4 | 15
Cc1cccc(NC(=S)NN2CCOCC2)c1C | -3 | -1.6 | -5 | 0 | 3 | -19 | -16 | -2
COc1ccc(NC(=S)NCc2ccccn2)cc1OC | 6 | 0.2 | -3 | 0 | 18 | -10 | 6 | -4
COc1cccc(N(C(=O)Cn2nnc(-c3ccc(F)cc3)n2)C(C(=O)NCC2CCCO2)c2ccc(Cl)cc2)c1 (configuration not stated) | 8 | -1.2 | -2 | 4 | -9 | 32 | -17 | -18
CCOCCCn1c(SC(C(=O)Nc2cc(C)ccc2C)c2ccccc2)nnc1-c1ccc(Cl)cc1 (configuration not stated) | -7 | 2.9 | 1 | -2 | 10 | 12 | -9 | 15
CCOc1ccc(Nc2nc(NCc3ccco3)nc(N)c2[N+](=O)[O-])cc1 | -6 | -1.0 | -2 | 6 | 4 | 33 | 14 | -3
O=C(Nc1ccc(S(=O)(=O)N2CCOCC2)cc1)c1ccccc1 | -7 | -2.1 | -4 | 1 | 13 | 6 | 11 | 21

# (list continues)
Structure | 697 NFkB inh | CHOP UPR activ | APJ ag | XBP1 UPR activ | Jurkat NFkB inh | Mdm2-MdmX inh | APJ antagonist | tim23-1 inh
Cc1ccsc1C(=O)Nc1nccs1 | -13 | 3.3 | 4 | -5 | -20 | -2 | 5 | 18
O=C(CN1CCCCCC1)Nc1cccc(Br)c1 | -2 | 0.5 | 1 | 4 | -9 | -18 | 10 | 6
Cc1cc(C(=O)N2CCc3ccccc32)c2cc(F)ccc2n1 | 16 | 1.8 | -1 | 2 | -6 | 13 | -1 | 19
COC(=O)c1cn(C(=O)c2ccc(Br)o2)c2ccccc12 | 17 | -0.8 | -3 | 2 | -12 | 7 | -22 | 26
Cc1cccc(C(=O)NCC(=O)N2CCOCC2)c1 | 11 | -0.5 | -7 | 0 | -12 | 11 | -3 | 7
Cc1cc(C)c2c(N)c(C(=O)N3CCN(c4ncccn4)CC3)sc2n1 | 9 | -1.9 | -15 | 3 | -2 | 12 | 30 | 14
CCC(=O)N1CCCn2c1nc1ccccc12 | 4 | -1.0 | -3 | 1 | -3 | 5 | 3 | 1
COc1cc(/C=N/NC(=O)c2ccc3nc[nH]c3c2)ccc1O | 10 | -1.1 | -1 | -1 | 9 | 16 | 14 | -11
COCc1c(C(=O)NC(C)c2ccc(S(N)(=O)=O)cc2)oc2ccccc12 (configuration not stated) | 1 | 0.4 | -3 | 2 | 5 | -4 | -17 | -2
Cc1coc2c1c(C)cc1oc(=O)c(Cc3ccccc3)c(C)c12 | 19 | -1.7 | -3 | 1 | 0 | -8 | 5 | 11
Cc1ccc(OC(=O)C23CC4CC(CC(C4)C2)C3)c(C)n1 | 7 | 0.4 | -4 | 2 | 4 | 14 | 9 | 32
CCCCN(CC)Cc1ccc(CNC(=S)Nc2c(C)cc(C)cc2C)o1 | 2 | -0.2 | -5 | -1 | -6 | 4 | -2 | -1
COC(=O)c1cc(-c2cccs2)nn1-c1ccccc1 | -4 | 0.6 | -3 | 1 | 3 | 8 | 8 | 16
O=[N+]([O-])c1ccc(NCCCNS(=O)(=O)c2ccc(Cl)cc2)c(Cl)c1 | 14 | 0.6 | -3 | 0 | 9 | 2 | 12 | 39
Clc1ccc(Cc2nn3c(Cn4nnc5ccccc54)nnc3s2)cc1 | -21 | 2.5 | -1 | 1 | -2 | -23 | 9 | 20

# Shown with each value named: entries from further up.
Cc1ccsc1C(=O)Nc1nccs1
  697 NFkB inh = -13	CHOP UPR activ = 3.3	APJ ag = 4	XBP1 UPR activ = -5	Jurkat NFkB inh = -20	Mdm2-MdmX inh = -2	APJ antagonist = 5	tim23-1 inh = 18

O=C(CN1CCCCCC1)Nc1cccc(Br)c1
  697 NFkB inh = -2	CHOP UPR activ = 0.5	APJ ag = 1	XBP1 UPR activ = 4	Jurkat NFkB inh = -9	Mdm2-MdmX inh = -18	APJ antagonist = 10	tim23-1 inh = 6

Cc1cc(C(=O)N2CCc3ccccc32)c2cc(F)ccc2n1
  697 NFkB inh = 16	CHOP UPR activ = 1.8	APJ ag = -1	XBP1 UPR activ = 2	Jurkat NFkB inh = -6	Mdm2-MdmX inh = 13	APJ antagonist = -1	tim23-1 inh = 19

COC(=O)c1cn(C(=O)c2ccc(Br)o2)c2ccccc12
  697 NFkB inh = 17	CHOP UPR activ = -0.8	APJ ag = -3	XBP1 UPR activ = 2	Jurkat NFkB inh = -12	Mdm2-MdmX inh = 7	APJ antagonist = -22	tim23-1 inh = 26

# Look-ups from the results shown:
# CHOP UPR activ, CCOc1ccc(N(C)Cc2cc(=O)oc3ccc(OC)cc23)cc1 → 2.7
# XBP1 UPR activ, COCc1c(C(=O)NC(C)c2ccc(S(N)(=O)=O)cc2)oc2ccccc12 (configuration not stated) → 2
# XBP1 UPR activ, COc1ccc(-n2ncc3c2CC(C)(C)CC3NC(=O)c2cnc(C)cn2)cc1 (configuration not stated) → -3
# APJ antagonist, Cc1ccc(OCC(=O)N2CCC(N3CCCCCC3)CC2)cc1 → -4
# Jurkat NFkB inh, CCC(=O)N1CCCn2c1nc1ccccc12 → -3
# tim23-1 inh, N#C/C(=C(/O)c1cc2ccccc2o1)c1nc2ccccc2s1 → 0

# (more compounds)
Structure | 697 NFkB inh | CHOP UPR activ | APJ ag | XBP1 UPR activ | Jurkat NFkB inh | Mdm2-MdmX inh | APJ antagonist | tim23-1 inh
COc1ccc(Cl)cc1NC(=O)CSc1nnc(C2CC2)n1N | 11 | 3.1 | 3 | -1 | 11 | -2 | -2 | 10
COc1ccc(C(=O)Nc2ccccc2C(=O)N2CCOCC2)cc1Br | -8 | 0.4 | -2 | -1 | -1 | 13 | 14 | 10
CC1(OC(=O)C2CCCC2)C(=O)C=C2C=C(c3ccsc3)N(Cc3ccco3)C=C2C1=O (configuration not stated) | -5 | -0.6 | 14 | -2 | 2 | -3 | -48 | 17
CCOc1cc(-c2nn3cnnc3s2)cc(OCC)c1OCC | 6 | 0.0 | -4 | 1 | 5 | 29 | 8 | -7
CCn1c(CNC(=O)c2cccc(C)c2)nnc1SCC(=O)NC1CCCC1 | 1 | -0.2 | -4 | -6 | 2 | 7 | -4 | -3
O=C(NC1=NCCS1)C1CC2CCC1C2 (configuration not stated) | -41 | -2.3 | 0 | 0 | -9 | -12 | 4 | 17
CCCCN1CCc2[nH]c(=S)[nH]c(=O)c2C1 | 17 | 1.6 | 0 | -4 | 5 | 11 | -6 | 6
Cc1nn(CCC#N)c(C)c1Oc1ccccc1O | 3 | -2.1 | -3 | -3 | -2 | -11 | 6 | -2
COc1ccccc1CNc1nc(C)c(C(C)=O)s1 | -18 | 3.0 | 0 | 0 | -14 | -37 | 4 | 17
Cc1nc2ccccc2c(=O)n1/N=C/c1cn(-c2ccccc2)nc1-c1cccs1 | -6 | 11 | -1 | 4 | -17 | 30 | 9 | 6
COC(=O)C1CN(C(=O)COc2ccc(Cl)c(C)c2)c2ccccc2O1 (configuration not stated) | 0 | 0.0 | -1 | -4 | 0 | 9 | 6 | 26
